High-throughput results deposited in PubChem by several laboratories.
NR2F2 inh: NR2F2 transcriptional activity inhibitors, primary screen, cell-based, luciferase reporter, HEK293T, luminescence. actives 0.7% (n = 370,000). COUP transcription factor 2 (Homo sapiens), P24468. HEK293T NGFI-A luciferase reporter. inhibition, % at 8.6 µM;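 active = inhibition above a per-plate cutoff, mean inhibition of test wells between control levels plus 3 SD, cut at about 38% in these data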;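 note: cells cotransfected with COUP-TFII expression vector driving the NGFI-A reporter; 0% = median of COUP-TF2 test wells and 100% = reporter-only cells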
Target sequence (P24468 whole entry, looked up): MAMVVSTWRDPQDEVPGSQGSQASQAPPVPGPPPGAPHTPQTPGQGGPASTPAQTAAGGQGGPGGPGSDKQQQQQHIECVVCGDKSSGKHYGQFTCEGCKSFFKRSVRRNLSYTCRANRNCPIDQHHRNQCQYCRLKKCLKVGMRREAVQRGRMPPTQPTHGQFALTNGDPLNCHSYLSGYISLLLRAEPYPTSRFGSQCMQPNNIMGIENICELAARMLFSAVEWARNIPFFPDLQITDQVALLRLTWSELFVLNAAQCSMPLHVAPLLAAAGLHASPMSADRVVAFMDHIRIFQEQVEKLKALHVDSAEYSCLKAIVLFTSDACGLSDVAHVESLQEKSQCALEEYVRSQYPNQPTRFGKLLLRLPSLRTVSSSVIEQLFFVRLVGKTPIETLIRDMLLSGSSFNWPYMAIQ
Shn3 inh set2: reduction of Shn3 3'UTR firefly luciferase signal, primary screen, Schnurri-3 inhibitor project, cell-based, Clone20 osteoblasts, set 2; Clone20 osteoblast Shn3 3'UTR firefly luciferase, 24 h; inhibition, % at 12.5 µM; actives 0.52% (n = 360,000); AID 588674, 2011;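 active = mean inhibition of at least 75% with every replicate also reaching 75%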;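 note: 0% = median of neutral control wells and 100% = pilot-screen positive control compound; some compounds past the cut are filed as inactive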
KKLEB cytotox: cytotoxicity in KKLEB CF airway cells, primary screen, cytotoxicity control for CF NF-kB inhibitor project, cell-based, uHTS, fluorescence assay plates | KKLEB CF airway cells viability, ATPlite luminescence, overnight; hits give low values; cells stimulated with P. aeruginosa culture filtrate | activity change (cytotoxicity), % at 5 µM | actives 0.36% (n = 360,000) | AID 602141, 2011;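 active = corrected activity change at or below -50% at 5 µM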
CF NFkB block: inhibitors of PAF-induced NF-kB signaling, primary screen, cell-based, GFP fluorescence, uHTS | KKLEB NF-kB-GFP reporter, GFP fluorescence overnight | inhibition, % at 5 µM | actives 0.86% (n = 360,000) | AID 588850, 2011;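 active = at least 50% inhibition at 5 µM, scaled per plate between neutral and stimulator controls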;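 note: PAF is a Pseudomonas aeruginosa culture filtrate used as stimulus; plate controls were PAF-stimulated DMSO wells for no effect and unstimulated DMSO wells for full effect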
LRH-1 inv ag: LRH-1 (NR5A2) inverse agonists, primary screen, cell-based, luminescence, HEK293T, StAR-luciferase reporter. Nuclear receptor subfamily 5 group A member 2 (Homo sapiens), O00482. LRH-1 transfected, 24 h. inhibition, % at 3.6 µM. actives 0.13% (n = 360,000). AID 602396, 2012;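 active = inhibition above the mean inhibition of all tested compounds plus 3 SD, cut at about 73% in these data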;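 note: 0% = DMSO wells and 100% = reporter-only cells lacking LRH-1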
Target sequence (O00482 whole entry, looked up): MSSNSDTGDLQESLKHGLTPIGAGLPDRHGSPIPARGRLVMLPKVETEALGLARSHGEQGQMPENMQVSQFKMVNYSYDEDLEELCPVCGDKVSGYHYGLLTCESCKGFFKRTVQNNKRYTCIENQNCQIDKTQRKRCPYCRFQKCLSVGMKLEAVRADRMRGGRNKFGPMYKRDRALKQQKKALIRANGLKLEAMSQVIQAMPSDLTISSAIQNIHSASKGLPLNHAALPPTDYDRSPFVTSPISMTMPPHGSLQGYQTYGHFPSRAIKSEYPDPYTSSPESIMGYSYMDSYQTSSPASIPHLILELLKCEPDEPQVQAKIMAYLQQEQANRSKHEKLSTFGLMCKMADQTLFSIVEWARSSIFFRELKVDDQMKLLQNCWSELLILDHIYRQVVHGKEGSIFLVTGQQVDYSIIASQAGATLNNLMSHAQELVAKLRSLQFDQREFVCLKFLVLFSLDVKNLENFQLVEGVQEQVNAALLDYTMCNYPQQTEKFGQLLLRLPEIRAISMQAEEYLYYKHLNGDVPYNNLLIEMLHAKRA
SRC1 inh: SRC1 coactivator transcriptional activity inhibitors, primary screen, cell-based, luminescence; Nuclear receptor coactivator 1 (Homo sapiens), Q15788; HEK293 GAL4-SRC1 luciferase reporter; inhibition, % at 3.6 µM; actives 0.12% (n = 360,000); AID 588354, 2011;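 active = inhibition above the campaign mean plus 3 SD, with each screening campaign given its own cutoff, cut at about 60% in these data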;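 note: 0% = DMSO treated cells and 100% = gossypol at 36 µM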
SRC3 inh: SRC3 coactivator transcriptional activity inhibitors, primary screen, cell-based, luminescence | Nuclear receptor coactivator 3 (Homo sapiens), Q9Y6Q9 | HEK293 GAL4-SRC3 luciferase reporter | inhibition, % at 3.6 µM | actives 0.17% (n = 360,000);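 active = inhibition above a per-campaign cutoff, the mean of all compounds plus 3 SD, cut at about 60% in these data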;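 note: 0% = DMSO-treated cells and 100% = gossypol-treated cells at 36 µM; higher means less SRC3-driven luciferase light from the GAL4 reporter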
TROY signal inh: inhibitors of TROY-driven NF-kB signaling, primary screen, Q293 LMP1-TROYcd cells, NF-kB luciferase, uHTS; Q293 LMP1-TROYcd NF-kB luciferase reporter, 4 h; inhibition, % at 10 µM; actives 0.98% (n = 360,000); AID 1347056, 2019;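 active = compounds whose plate-normalised and pattern-corrected inhibition of the luciferase reporter signal at the single screening dose is 50% or more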
C8 TRAIL sens: viability loss with TRAIL in NB7+C8 cells, primary screen, TRAIL sensitizer project, cell-based, ATPlite luminescence; AID 624354, 2012; actives 1% (n = 360,000); inhibition (viability loss, TRAIL sensitization), % at 10 µM;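 active = compounds causing at least 50% loss of cell viability in the single-dose screen, relative to plate controls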
TWEAK Fn14 block: inhibitors of TWEAK-Fn14 signaling, primary screen, luciferase reporter cells, uHTS. inhibition, % at 10 µM. actives 2% (n = 360,000). TWEAK-stimulated Fn14 reporter cells, luciferase luminescence, 8 h. AID 1159606, 2016; in the data active = inhibition above about 50%
EBV LMP1 NFkB: EBV LMP1-driven NF-kappaB luciferase reporter inhibitors, primary screen, cell-based, luminescence, single point | LMP1-induced NF-kappaB luciferase reporter cells | inhibition, % at 12.5 µM | actives 0.69% (n = 350,000); in the data active = inhibition above about 41%;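 note: 0% = neutral control wells and 100% = reference inhibitor control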
The depositor's hits bear a star; . = no result given. The list is partial; count on the stated rates, not on these rows.

SMILES	NR2F2 inh	Shn3 inh set2	KKLEB cytotox	CF NFkB block	LRH-1 inv ag	SRC1 inh	SRC3 inh	TROY signal inh	C8 TRAIL sens	TWEAK Fn14 block	EBV LMP1 NFkB
COc1ccccc1CNC(=O)CSc1nc2c(oc3ccccc32)c(=O)n1CC1CCCO1 (stereo not drawn)	4	-8	1	-13	20	-21	9	-8	-2	-4	-1
COc1ccc(N(CC(=O)NC2CCCC2)C(=O)c2ccc(C)s2)c(OC)c1	8	-1	-16	-1	4	-6	-2	-2	5	14	0
C=CCn1c(SCC(=O)N2CCOCC2)nc(O)cc1=O	-1	3	6	6	-7	3	4	-7	4	-9	-7
Cc1nc(C)c(C(=O)Nc2cccc(C)c2C)o1	-1	2	-10	-2	-19	-3	-3	1	2	-25	0
O=C(c1cccc(NS(=O)(=O)c2cccc(C(F)(F)F)c2)c1)N1CCOCC1	-3	13	6	8	-11	-14	2	5	4	-1	-22
COc1cc(CCCN2C(=S)NC[C@H]2Cc2ccc(O)cc2)cc(OC)c1OC	16	12	8	5	3	7	-24	1	-12	-6	-2
COc1ccc(NC(=O)CC(Cc2ccccc2)C(=O)O)cc1 (stereo not drawn)	-15	-6	-4	5	7	-5	5	8	-17	-7	1
O=C1CC(NC23CC4CC(CC(C4)C2)C3)C(=O)N1c1ccc2c(c1)OCO2 (stereo not drawn)	-5	3	-7	5	1	3	2	56*	-4	33	-4
C1CN(c2nc3nonc3nc2N2CCSCC2)CCO1	-11	-10	7	4	6	-11	3	11	-16	4	-9
N/C(=N\OC(=O)CCCN1C(=O)c2ccccc2C1=O)c1ccc(Br)cc1	0	-3	-10	-6	5	5	3	16	-1	-11	-9
Cc1cc(CNC(=O)C(C)n2nc(C)c([N+](=O)[O-])c2C)c2ccccc2n1 (stereo not drawn)	-25	13	0	11	-1	11	6	-4	4	-1	0
Cc1cc(C(c2cc(C)c(N)c(C)c2)c2ccco2)cc(C)c1N	8	6	0	-5	-15	-6	-2	-5	-11	6	-2
CCC(=O)Nc1c2c(nn1-c1ccccc1)CSC2	-1	-10	-7	6	-9	-31	-1	-1	-13	-3	-1
COc1cccc(CNC(=O)C2CCN(S(=O)(=O)c3ccc(F)cc3)CC2)c1	12	6	10	-16	7	1	-2	18	-10	-14	-2
CCCc1nnc(SCC(=O)Nc2nnc(CC)s2)n1CC1CCCO1 (stereo not drawn)	-2	4	-8	11	20	0	-2	4	-1	-2	1
COc1ccc(-n2nc3c(c2NC(=O)C24CC5CC(CC(C5)C2)C4)CS(=O)C3)cc1 (stereo not drawn)	-2	-7	2	-12	11	6	-5	16	-5	-21	-5
COc1ccc(N/C=C\C(=O)c2ccc3c(c2)OCO3)cc1OC	8	-23	-14	3	-14	-66	-48	-14	29	-30	-1
O=C(Nc1cccnc1)C1Cc2c(-c3ccccc3Oc3ccccc3)ccnc2O1 (stereo not drawn)	27	32	17	-1	17	9	6	23	15	15	.
COc1ccc(NC(=O)CN(c2ccc(F)cc2)S(=O)(=O)c2ccccc2)c(OC)c1	4	10	-9	-1	5	9	-21	5	-8	-5	-2
COC(=O)c1ccc(Cn2cnc3c(cnn3-c3ccc(C)c(C)c3)c2=O)o1	-10	-9	0	11	3	1	-13	-2	2	-14	-9
CCOc1ccc(S(=O)(=O)NCCCn2ccnc2)cc1	-1	7	10	8	22	6	4	-1	5	5	-2
COc1cc(/C=C/C(=O)c2ccc3c(c2)OCO3)cc(OC)c1OC	.	64	-10	35	26	2	4	-3	8	30	15
CC1(C(=O)NS(=O)(=O)c2ccccc2Cl)CCN1C(=O)CCC1CCCC1 (stereo not drawn)	-5	12	-4	11	11	15	-1	3	-23	9	.
C#CCOCCOCCOCCNc1nc(N2CCN(C(=O)[C@H](CCCCN)n3cc([C@@H](N)CO)nn3)CC2)nc(N2CCN(C(=O)[C@H](CCCCN)n3cc([C@@H](N)CC(C)C)nn3)CC2)n1	5	-4	-1	1	-8	-13	8	-15	-5	10	-1
CC1CCN(C(=O)Cn2c(=O)n(CCc3ccccc3)c(=O)c3ccccc32)CC1	.	18	-6	-9	16	-10	-14	3	5	43	-2
COc1ccc(C2Nc3cccc(O)c3C(=O)N2Cc2ccccc2)cc1COc1ccc(NC(C)=O)cc1 (stereo not drawn)	-1	40	14	-26	29	10	9	10	18	-58	.
Cc1nn(-c2ccc([N+](=O)[O-])cc2)c2c1C(c1cccc(Br)c1)N1C(=N2)C(=O)Nc2ccccc21 (stereo not drawn)	-5	15	-8	-25	7	-7	10	12	11	26	-75
O=S(=O)(Cc1ccccc1)NCC1CCCN(Cc2ccc3nonc3c2)C1 (stereo not drawn)	-24	14	6	-5	-7	7	11	7	-5	11	-3
COc1ccc(S(=O)(=O)NCC2CC3C=CC2C3)cc1OC (stereo not drawn)	5	2	-14	12	-5	9	-3	21	1	2	1
CCC1Oc2ccc(C)cc2N(CC(=O)N(Cc2ccc3c(c2)OCO3)CC2CCCO2)C1=O (stereo not drawn)	13	14	-7	-11	-16	4	17	4	-7	13	-10
CCCc1ccc(C(C)NC(=S)NCc2ccc(F)cc2)cc1 (stereo not drawn)	-7	23	3	-10	4	-3	15	56*	-1	24	-5
Cc1c(OC(C)C(=O)N2C[C@H]3C[C@@H](C2)c2cccc(=O)n2C3)ccc2c3c(c(=O)oc12)CCCC3 (stereo partly drawn)	-11	16	16	-5	-9	-5	15	15	24	0	-8
COCCN(C(=O)Nc1ccccc1)C(C)c1cccnc1 (stereo not drawn)	-21	20	4	-19	-3	-8	-25	-24	-1	2	-7
N#CC(C#N)=C/C(C#N)=C(/N)N1CCN(c2ccc(Cl)cc2)CC1	-18	14	4	-8	4	13	21	21	-3	-5	11
Cc1ccc(S(=O)(=O)Nc2ccc(Cl)cn2)cc1	11	12	1	8	2	-3	-2	12	-7	2	5
O=C(c1ccco1)N1CCN(C(=S)Nc2ccccc2Cl)CC1	15	34	6	-24	4	-4	-25	15	-5	0	4
Cc1cccc(OCCCCc2c(C)n[nH]c2C)c1C	18	74	9	3	-10	-10	8	5	5	10	1
Cc1ccc2cccc(NC(=S)NC(=O)c3ccnn3C)c2n1	-8	9	5	-13	14	3	13	-7	-1	-12	-6
COC(CNC(=O)c1ccc(N2CCc3ccccc32)c([N+](=O)[O-])c1)OC	17	32	15	-7	11	0	14	3	5	4	10
Cn1c(=O)cc(NCCc2ccccc2)[nH]c1=O	-8	4	7	-8	9	-16	-11	.	8	32	2
FC(F)(F)c1cccc(CNc2ncccc2-c2nc3cc(Cl)ccc3o2)c1	6	7	-2	-3	9	-3	-13	-32	-9	7	-20
Cc1c(NC(=O)C(C)OC(=O)c2cccs2)c(=O)n(-c2ccccc2)n1C (stereo not drawn)	-7	-56	4	17	-6	-2	18	5	6	-2	7
Brc1ccc(N=NNc2ccccc2)cc1	-18	-53	-6	-10	-17	-47	-41	-39	-4	-30	-62
Cc1cccc(N2CCN(CC(O)COc3ccccc3)CC2)c1 (stereo not drawn)	0	-3	2	3	-9	-3	5	15	-10	3	-5
O=C(c1ccccc1)N1CCN(C(=O)N2CCCCC2)CC1	5	8	4	5	3	-1	-1	8	6	0	1
COc1cc(/C=C/C(=O)O)cc(S(=O)(=O)NCc2ccc3c(c2)OCO3)c1OC	-9	-1	1	7	-4	-21	-2	-8	-14	-3	3
CCOc1ccc(Cl)cc1S(=O)(=O)n1cnc2cc(C)c(C)cc21	6	5	-8	3	1	5	-8	23	22	5	-4
Cn1ncc(Cl)c(Oc2ccc(Cl)cc2)c1=O	14	-34	4	2	4	-3	8	-16	6	2	2
O=C(NCCSc1ccccc1)c1ccc(CN2CCOCC2)cc1	-31	-103	5	-15	-111	-98	-75	-18	33	-3	-21
Cc1nn(CC(=O)NC2C(=O)N3C(C(=O)O)=C(CSc4nnnn4C)CSC23)cc1Br (stereo not drawn)	-13	-2	3	11	5	-1	12	12	-5	5	-1

More records:
SMILES	NR2F2 inh	Shn3 inh set2	KKLEB cytotox	CF NFkB block	LRH-1 inv ag	SRC1 inh	SRC3 inh	TROY signal inh	C8 TRAIL sens	TWEAK Fn14 block	EBV LMP1 NFkB
Cc1cc2c(=O)n(NC(N)=O)c(C)nc2s1	1	-4	1	6	3	-24	7	-43	8	-14	-3
CCCC(C(=O)Nc1ccc(C)c(S(=O)(=O)N2CCOCC2)c1)c1ccccc1 (stereo not drawn)	-4	27	12	3	1	-15	-12	-16	-8	-17	8
O=C(C1CC1)N1CCN(c2nc3ccccc3s2)CC1	-39	-74	11	-1	-107	-91	-33	-44	24	-18	-18
O=C(CN1CCN(C(=O)C2CCC2)CC1)Nc1ccc(F)cc1	-17	-37	16	7	-1	-20	4	-9	-4	9	3
O=C(NCc1ccc(F)cc1)N1[C@H]2CC[C@@H]1C=C(c1ccc(F)cc1OCc1ccccc1)C2	-5	10	-2	-9	4	-2	-12	23	27	19	6
CN(C1=NS(=O)(=O)c2ccccc21)c1ccc(OC(=O)c2ccccc2F)cc1	4	-2	3	15	-8	-10	8	9	2	-12	4
Cc1ccc(C(N)=Nc2ccccc2)cc1	14	2	-6	-13	-15	-89	-7	-1	-6	-2	-8
Cc1ccccc1NC(=O)Oc1cccc(OC(=O)c2ccccc2)c1	-1	11	-1	-38	-2	1	14	-36	-7	-9	-4
COc1cc(/C=C/C(=O)Nc2cccc(S(=O)(=O)NC3=NCCCCC3)c2)ccc1OCC#N	11	18	10	-6	11	8	6	1	5	-14	-15
O=C(CSc1ccc(-c2ccccc2)nn1)c1ccccc1	-36	-9	9	10	-83	-40	-31	-68	7	-67	-18
Cc1ccc(/C=C2\CC(C)CC3=C2NC(=S)NC3c2ccc(C)cc2)cc1 (stereo not drawn)	4	-39	17	5	-9	-11	-1	8	2	18	-8
O=C1c2ccccc2C(Nc2ccccc2)N1Cc1ccc2c(c1)OCO2 (stereo not drawn)	-3	-5	-9	17	-1	10	15	3	-8	-23	-8
C=C1C(=O)O[C@@H]2[C@H]1CC[C@H](C)[C@]1(O)CCC(=O)[C@@]21C	-13	-15	-19	54*	-16	27	19	-12	2	28	16
O=c1c2ccccc2c(-c2cccc(C(F)(F)F)c2)nn1-c1ccccc1	2	15	-11	4	35	-3	14	-14	6	2	10
